Polio RdRp inh: poliovirus RNA polymerase inhibition; P03300; poliovirus polymerase elongation, fluorescence polarization; hits give low values; % elongation, % (compound at 16.7 µg/mL); actives 0.66% (n = 150,000); in the data active = % elongation below about 90%; note: some results filed as inactive read as strong as hits
Target sequence (P03300 1749-2209 limits assumed): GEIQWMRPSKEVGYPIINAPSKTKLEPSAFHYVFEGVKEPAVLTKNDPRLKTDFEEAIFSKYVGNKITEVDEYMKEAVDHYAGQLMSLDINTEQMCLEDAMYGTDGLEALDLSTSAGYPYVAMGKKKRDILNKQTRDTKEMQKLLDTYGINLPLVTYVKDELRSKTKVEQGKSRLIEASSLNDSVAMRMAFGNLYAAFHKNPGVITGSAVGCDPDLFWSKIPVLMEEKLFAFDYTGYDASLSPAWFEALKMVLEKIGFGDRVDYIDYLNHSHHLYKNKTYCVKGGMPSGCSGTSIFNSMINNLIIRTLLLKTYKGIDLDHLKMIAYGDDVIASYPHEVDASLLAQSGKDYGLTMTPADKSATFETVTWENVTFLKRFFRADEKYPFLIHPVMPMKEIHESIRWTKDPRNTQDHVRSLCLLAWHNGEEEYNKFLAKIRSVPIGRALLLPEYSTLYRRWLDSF
Polio RdRp inh FP z-score: second read-out of Polio RdRp inh, no call of its own (marks repeat the call); z-score; measured here: FP z-score; hits read low
* = called active by the depositor; & = joins results of further samples. This is a subset, so the mix of outcomes need not match the whole.

# | canonical_smiles | Polio RdRp inh | Polio RdRp inh FP z-score
1 | COCc1cc(C)nc(Oc2ccccc2)c1C#N | 98.0 | -1.2
2 | CC(C)C1OCC2Cc3ccccc3C2O1 (configuration not stated) | 104.0 | 0.9
3 | CCOC(=O)c1ccc2c(c1)nc(COc1ccc(OC)cc1)n2CC | 98.0 | -0.1
4 | CCOc1ccccc1N1C(=O)CC(N(O)c2ccccc2)C1=O (configuration not stated) | 102.0 | 0
5 | Cc1cc(C)cc(NS(=O)(=O)N(C)C)c1 | 103.0 | 0.3
6 | O=C(COc1ccccc1C(=O)N1CCN(c2ccccc2O)CC1)Nc1ccc(Br)cc1 | 106.0 | 0.5
7 | CC(=O)Nc1ccc(S(=O)(=O)N[C@@H](C)C(=O)N(C)Cc2cccs2)cc1 | 102.0 | -0.2
8 | Cn1c(=O)cc(N2CCOCC2)c2c(=O)n(-c3ccccc3)c(=O)n(-c3ccccc3)c21 | 106.0 | 0.5
9 | COc1ccc(CNC(=O)C(C)C)cc1 | 103.0 | 0.9
10 | Cc1ccc(Cn2c(C)c3cnn(CC(=O)N4CCN(c5ccc(F)cc5)CC4)c(=O)c3c2C)cc1 | 105.0 | -0.3
11 | CC(=O)Nc1ccc2oc3ccccc3c2c1 | 102.0 | 0.2
12 | C=CCN(c1ccccc1OC)S(=O)(=O)c1cccc(C(=O)OC)c1 | 106.0 | 0.4
13 | Cc1cccc(NC(=O)CSc2nc3cc(S(=O)(=O)N(C)C)ccc3o2)c1 | 98.0 | 0.1
14 | CCOC(=O)c1sc2cccc(F)c2c1CSc1nnc(SCc2ccc(C(=O)OC)o2)s1 | 99.0 | -0.1
15 | COc1ccc(-c2cn3nc(N4CCC(C(=O)Nc5cccc(C)c5C)CC4)sc3n2)cc1 | 106.0 | -0.2
16 | Fc1ccc(/C=N/N2CCOCC2)cc1 | 108.0 | 0.5
17 | CS(=O)(=NS(=O)(=O)c1cccc2nonc12)c1ccccc1 (configuration not stated) | 101.0 | -0.4
18 | COc1ccc2c(c1)c1c(c(=O)n(-c3ccccc3)c(=O)n1CC(=O)Nc1ccc(C)c(C)c1)n2C | 101.0 | -1.6
19 | CCOc1ncccc1C(=O)Nc1c(C)cc(C)cc1Cl | 106.0 | 0.4
20 | C=CCNC(=O)C(C)Sc1ccc(Cl)cc1 (configuration not stated) | 98.0 | -0.5
21 | CCN(CC)C(=O)Cc1c(C(=O)O)[nH]c2ccc(Cl)cc12 | 99.0 | -0.1
22 | CC(=O)Nc1c(O)[nH]c2ccc(C)cc12 | 103.0 | 0.3
23 | O=C(O)COc1ccc(CS(=O)(=O)Cc2ccc(OCC(=O)O)cc2)cc1 | 100.0 | -0.3
24 | COc1ccc(CC(=O)N2CC(=O)Nc3ccc(Br)cc3C2c2ccc(F)cc2)cc1 (configuration not stated) | 100.0 | -0.5
25 | Cc1ccccc1-c1nc2scc(CCNC(=O)c3ccco3)n2n1 | 99.0 | -1.8
26 | Cc1ccc(OC(=O)Nc2ccccc2)cc1 | 101.0 | -0.1
27 | O=C(/C=C/c1cccc(C(F)(F)F)c1)NCc1ccccc1 | 105.0 | 0.6
28 | Cc1ccc(NP(C)(=O)c2nc3c(s2)CCCC3)cc1 (configuration not stated) | 97.0 | -0.3
29 | N#CC1=C(N)Oc2ccccc2C12C(=O)Nc1cc(N)ccc12 (configuration not stated) | 99.0 | -0.3
30 | Cc1cccc(Cn2cc(C(=O)Nc3ccc(F)c(C(F)(F)F)c3)ccc2=O)c1 | 108.0 | 0
31 | CCN(CC)c1nc2c(S(=O)(=O)c3ccccc3)nnn2c2ccc(Cl)cc12 | 104.0 | -0.3
32 | CCOc1ccc2nc(-c3nc4ccccc4s3)sc2c1 | 101.0 | -0.3
33 | O=C(NCc1ccccn1)c1nn(-c2ccccc2Cl)nc1CO | 109.0 | 0.7
34 | CCOc1ccc(-n2c(=O)c(C#N)cc3c(=O)n4ccccc4nc32)cc1 | 108.0 | 2.3
35 | CCCCC/C=C\C[C@@H](O)/C=C/C=C/C=C\[C@@H](O)CCCC(=O)O | 102.0&99.0 | 0.3&-0.3
36 | CC[n+]1ccc(C)c2cc(S(=O)C(F)(F)F)ccc21 (configuration not stated) | 104.0 | 0.8
37 | Cc1ccc(NC(=O)CN2C(=O)c3ccccc3Sc3ccc(C(=O)N4CCOCC4)cc32)cc1F | 101.0 | -0.7
38 | CN(C)c1ccc(/C=C2\SC(=O)N(CCC(=O)Nc3ccccc3)C2=O)cc1 | 106.0 | 1.4
39 | NC1CCc2cc(O)c(O)cc2C1 (configuration not stated) | 98.0 | 0
40 | CCOC(=O)c1c(NC(=O)c2cc(=O)c3cc(C)cc(C)c3o2)sc(C)c1C | 102.0 | -0.9
41 | Cc1cc(C(=O)CSc2nc3ccccc3s2)c(C)n1C | 103.0 | 0
42 | COc1ccc(/C=C2\N=C(c3ccccc3)NNC2=O)cc1 | 100.0 | -0.1
43 | CC1(C)S[C@@H]2[C@H](NC(=O)COc3ccccc3)C(=O)N2C1C(=O)O (some centres not stated) (tested in a mixture with another compound) | 100.0 | 0.3
44 | CC(C)NC(=O)CCCn1c(=S)[nH]c2ccc(Br)cc2c1=O | 101.0 | -0.2
45 | CCCCC[C@H](O)/C=C/[C@@H]1[C@H]2C/C(=C/CCCC(=O)O)C[C@H]2C[C@H]1O | 103.0&103.0 | 0.8&0.7
46 | CCSc1ncc(Cl)c(C(=O)Nc2nc3ccc(S(C)(=O)=O)cc3s2)n1 | 105.0 | -0.5
47 | COc1cccc(C(=O)Nc2cc3c(cc2C(=O)c2ccc(C)cc2)OCCO3)c1 | 106.0 | 0.4
48 | Cn1c(=O)oc2cc(S(=O)(=O)NCc3ccco3)ccc21 | 105.0 | 1.4
49 | CC1=CCC2C(=O)N(C3CCCCC3)C(=O)C2C1 (configuration not stated) | 103.0 | 0.7
50 | CN(C(=O)COC(=O)c1ccccc1Br)C1CCCCC1 | 96.0 | -1

(cont.)
# | canonical_smiles | Polio RdRp inh | Polio RdRp inh FP z-score
51 | CCCCn1nnnc1NCc1ccccc1 | 99.0 | -1.4
52 | CC(C)c1cc(C(=O)O)no1 | 97.0 | -2.2
53 | COc1cc(-c2cc(OC)c3c(C)oc(C)c3c(=O)c2)ccc1OC(=O)c1ccccc1F | 116.0 | 1.2
54 | c1ccc(-c2noc(CCC3CCCC3)n2)cc1 | 99.0 | -1
55 | Nc1c(NCCN2CCOCC2)c2ccccc2oc1=O | 103.0 | 0.3
56 | Oc1ccc(-c2cccc(-c3ccc(O)cc3)n2)cc1 | 107.0 | 0.4
57 | Cc1c(C=Nc2ccc3c(c2)OCCO3)c2ccccc2n1C | 103.0 | 0.4
58 | CC1CCCC(C)N1C(=O)C1CC(c2ccc(F)cc2)=NO1 (configuration not stated) | 104.0 | 0.8
59 | Cc1ccc(-c2noc(CSc3nnc(C)n3-c3ccc(C)cc3)n2)cc1 | 101.0 | -1.4
60 | Cc1cc2ccccc2c(N=Cc2cc(Br)cc(Br)c2O)c1C#N | 102.0 | -0.2
61 | COCCNC(=O)c1cccc(NC(=O)C2=C(C)OCCS2)c1 | 100.0 | -0.8
62 | CCCc1[nH]n(-c2ccccc2)c(=O)c1C(C)=NCCOC | 103.0 | 0.4
63 | c1coc(CN=C2NC(=NCc3ccco3)c3ccccc32)c1 | 102.0 | -0.1
64 | CC(=O)N(C)N1c2ccccc2CCc2ccccc21 | 103.0 | 0.2
65 | CC(N)c1cccnc1 (configuration not stated) | 102.0 | -0.1
66 | C=C1N(C)c2ccc(NC(=O)c3ccccc3)cc2C1(C)C | 113.0 | 1.1
67 | O=C(OCc1ccccc1)c1cccc(-c2nnn(Cc3ccccc3)n2)c1 | 103.0 | -0.2
68 | C=CCNc1nc(CC(=O)OCC)cs1 | 104.0 | 0
69 | CCn1c2c(c(=O)n3ncc(C(=O)Nc4cccc(Cl)c4C)c13)CN(Cc1ccc(OC)cc1)CC2 | 104.0 | -0.6
70 | Cc1cc(C)c(S(=O)(=O)N(C)CC(=O)NCc2ccco2)c(C)c1 | 105.0 | 1
71 | CCOc1ccc(CN(C)C(=O)C2=NNC(=O)CC2)cc1 | 105.0 | 0.6
72 | O=C1CCCC2=C1C(c1cccc(Br)c1)Nc1ccccc1N2 (configuration not stated) | 102.0 | 0.1
73 | COC(=O)C(C)Sc1nc(N)c(NC(=O)c2ccco2)c(=O)[nH]1 (configuration not stated) | 105.0 | 0.6
74 | CC(NC=O)c1nc2ccccc2n1C (configuration not stated) | 105.0 | 0.3
75 | CCCN1CCc2nc(N3CCOCC3)ncc2C1 | 102.0 | 0.8

In the list so far, six have bromine:
# | canonical_smiles | Polio RdRp inh | Polio RdRp inh FP z-score
6 | O=C(COc1ccccc1C(=O)N1CCN(c2ccccc2O)CC1)Nc1ccc(Br)cc1 | 106.0 | 0.5
24 | COc1ccc(CC(=O)N2CC(=O)Nc3ccc(Br)cc3C2c2ccc(F)cc2)cc1 (configuration not stated) | 100.0 | -0.5
44 | CC(C)NC(=O)CCCn1c(=S)[nH]c2ccc(Br)cc2c1=O | 101.0 | -0.2
50 | CN(C(=O)COC(=O)c1ccccc1Br)C1CCCCC1 | 96.0 | -1
60 | Cc1cc2ccccc2c(N=Cc2cc(Br)cc(Br)c2O)c1C#N | 102.0 | -0.2
72 | O=C1CCCC2=C1C(c1cccc(Br)c1)Nc1ccccc1N2 (configuration not stated) | 102.0 | 0.1

Next records
# | canonical_smiles | Polio RdRp inh | Polio RdRp inh FP z-score
76 | COc1ccc(C(=O)OCC(=O)N(C2CCCCC2)C2CCS(=O)(=O)C2)c(O)c1 (configuration not stated) | 96.0 | -1
77 | O=C(Nc1cc(-c2nc3ccccc3o2)ccc1Cl)c1ccc(N2CCCCC2)c([N+](=O)[O-])c1 | 106.0 | 0.1
78 | CCOC(=O)Cc1csc(SCN2C(=O)c3ccccc3C2=O)n1 | 101.0 | 0
79 | CCCSc1nnc(Nc2ccccc2F)s1 | 110.0 | 0.1
80 | Cc1ccc(-n2c(C)c(Br)c3c2CCCC3=O)cc1 | 102.0 | 0
81 | CC(C)C(=O)Nc1scc(-c2ccccc2)c1C(=O)O | 102.0 | -0.1
82 | COC(=O)Cn1ccc2cc(S(=O)(=O)N3CCCCCC3)ccc21 | 105.0 | -0.8
83 | CCN(CC)c1ccc(C=C2C(=O)N(C)C(=O)N(C)C2=O)c(OCc2ccc(Cl)cc2Cl)c1 | 57.0 | -5.7
84 | CC(NC(=O)C(=S)N1CCCC1)c1ccccc1 (configuration not stated) | 101.0 | 0.4
85 | CCOC(=O)CN1CCC(n2nnc3cc(C(F)(F)F)ccc32)CC1 | 100.0 | -0.5
86 | CCOC(=O)N1CCC(NC(=O)c2cc3c(s2)-c2ccccc2OC3)CC1 | 102.0 | 0.1
87 | COc1cc2nc(Nc3cccc(C)c3)nc(N)c2cc1OC | 102.0 | -0.7
88 | C=CC(=O)NCC(c1cccs1)N1CCOCC1 (configuration not stated) | 102.0 | 0.2
89 | CC(C)Cn1c(SCC(=O)N2CCCC2=O)nc2cc(Cl)ccc2c1=O | 104.0 | 0.3
90 | Cc1ncc(CO)c2c1Oc1nc(-c3ccccc3Cl)nc(SCc3ccccc3F)c1C2 | 110.0 | 0.6
91 | O=S(=O)(NCC12CC3CC(CC(C3)C1)C2)c1ccc(Cl)c2ccccc12 | 101.0 | -0.4
92 | CC(=O)N1CCN(c2csc3ccc(F)cc3c2=O)CC1 | 102.0 | -0.9
93 | N=c1c2c3c(sc2ncn1CCN1CCOCC1)CCCCC3 | 102.0 | 0.2
94 | COc1ccc(CCNC(=O)c2cc(Nc3ccccc3)nc3ccccc23)cc1OC | 110.0 | 0.7
95 | COc1cc(-c2cc(OC)c3c(C)oc(C)c3c(=O)c2)ccc1OC(=O)c1ccccc1Cl | 119.0 | 1.6
96 | COc1ccc(NC(=O)C(NC(=O)Cc2cccs2)c2ccc(OC)cc2)cc1 (configuration not stated) | 110.0 | 0.9
97 | O=C1c2ccccc2C(=O)N1CCCn1nnc(-c2ccc(N3CCOCC3)cc2)n1 | 105.0 | 1.2
98 | c1ccc2cc3c(Nc4ccc(N5CCOCC5)cc4)ccnc3cc2c1 | 101.0 | -0.1
99 | C=CCN(C(=O)c1ccccc1)c1ccc(OC)cc1 | 101.0 | 0.3
100 | CC(C)Oc1ccc(Cc2cnc(=S)[nH]c2N)cc1 | 101.0 | -0.3
101 | CC1(C)OC(=O)C(C#N)=C1/C=C/c1ccco1 | 101.0 | 0.3
102 | CC(C)CCn1c(SCc2ccccc2F)nc2nccnc2c1=O | 101.0 | -0.2
103 | CC(Sc1nc(C2CC2)n(-c2ccccc2)n1)C(=O)NCc1ccc2c(c1)OCO2 (configuration not stated) | 100.0 | -0.5
104 | COc1ccc(-c2[nH]ncc2C(=O)NC2CCCCC2)cc1 | 102.0 | 0.2
105 | Oc1oc(-c2ccccc2)nc1/C=N/c1ccccn1 | 102.0 | 0.1
106 | CCOC(=O)COc1ccccc1C1C(C(=O)OCC)=C(N)Oc2n[nH]c(-c3ccccc3)c21 (configuration not stated) | 101.0 | 0.2
107 | COC(=O)C1=C(Nc2ccc(OC(=O)Nc3ccc(OC(F)(F)F)cc3)cc2)CSC1 | 100.0 | -1.3
108 | CCOC(=O)c1c(C)[nH]c(C)c1S(=O)(=O)N1CCCC(C(=O)N2CCN(c3ccccc3F)CC2)C1 (configuration not stated) | 105.0 | -0.2
109 | O=C(CONC1=NCCCCC1)Nc1ccc(OC(F)(F)F)cc1 | 99.0 | -0.3
110 | CC(C)(C)P(=Nc1ccc(S(N)(=O)=O)cc1)(N1CCOCC1)N1CCOCC1 | 100.0 | 0
111 | COc1ccc(-c2onc(C)c2C)cc1S(=O)(=O)N(C)C(C)CCc1ccco1 (configuration not stated) | 101.0 | -0.2
112 | CCN(C(=O)c1cnccc1C(F)(F)F)c1nc2cc(Cl)ccc2s1 | 102.0 | -0.4
113 | COc1ccc(S(=O)(=O)NCC(F)(F)F)cc1Br | 101.0 | -0.1
114 | O=C(NCc1ccco1)c1noc2c1CCCC2 | 103.0 | 0.3
115 | CN(NC=C(C#N)C#N)c1cccc(F)c1C#N | 101.0 | -0.2
116 | CCS(=O)(=O)N1Cc2ccccc2CC1C(=O)N1CCN(c2ccccc2)CC1 (configuration not stated) | 107.0 | 0.5
117 | CCc1ccc(C2CC(=O)Oc3c2c(=O)n(C)c2ccccc32)cc1 (configuration not stated) | 105.0 | 0.2
118 | COc1ccc(Cl)cc1NC(=O)CSc1nc(-c2ccccc2)c2ccccc2n1 | 105.0 | -0.7

Compound activity from PubChem BioAssay.
